Sm TGR inh: qHTS Assay for the Inhibitors of Schistosoma Mansoni Peroxiredoxins; purified TGR, DTNB reduction, TNB absorbance 405 nm; Potency, µM (series often up to 114 µM), for inactives: at the top dose activity change, negative = inhibition, most hits filed as inhibitors; hit rate 3% among 360,000; AID 485364, 2010; active = well fitted inhibition curve with a large enough effect; inconclusive = small, poorly fitted or top-dose-only effect; inactive = no such curve, though single readings can be large or run the other way; note: nearly all actives have a fitted effect of over 60% in size
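Kinetic colorimetric format: TGR-catalysed, NADPH-driven DTNB reduction monitored via TNB absorbance. Enzyme dispensed at 20 nM; compound exposure 15 min at room temperature before reaction start.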
* hit, by the source's call; ? = inconclusive. % is set by controls: 0 for no effect and ±100 for the full control effect; potency is the fitted concentration of half-maximal effect.

SMILES	Sm TGR inh
O=C(Nc1cccc(C(F)(F)F)c1)c1ccc(F)c(S(=O)(=O)N2CCc3ccccc3C2)c1	0.1%
COc1ccc(S(=O)(=O)c2cn(CC(=O)Nc3ccccc3)c3ccc(Cl)cc3c2=O)cc1	1.0%
COc1cc(C(=O)Nc2nnc(S(=O)(=O)N(C)c3ccccc3)s2)cc(OC)c1OC	0.3%
COCCn1c(CCC(=O)Nc2ccc(C)c(Cl)c2)nc2cccnc21	3.9%
Cc1cccc(NC(=O)c2oc3ccccc3c2NC(=O)c2cc(=O)c3cc(Cl)ccc3o2)c1	2.4%
CCc1ccccc1NC(=O)CN(Cc1ccccc1)S(=O)(=O)c1ccc2nc(C)sc2c1	-4.1%
CCCCNC(=O)c1cccc(-n2c(C)nc3cccnc32)c1	5.2%
CC(=O)c1cccc(NC(=O)CN2C(=O)c3cccnc3Sc3ccccc32)c1	5.0%
CCC1CCCCN1S(=O)(=O)c1ccc(C(=O)Nc2sc3c(c2C(=O)NC)CCC3)cc1 (stereo unspecified)	?
CC(C)Oc1ccc(C(=O)Nc2ccc3oc(-c4ccncc4)nc3c2)cc1	-12.1%
O=C(/C=C/c1ccccc1)Nc1cc(-c2nc3ccccc3o2)ccc1Cl	0.4%
CCOC(=O)c1c(C)oc2nc(C)nc(NCc3ccc(OC)cc3)c12	4.6%
Cc1ccc(-c2onc(C)c2C)cc1S(=O)(=O)N1CCc2ccccc21	-7.4%
COc1cccc(Cc2nc3ccccc3nc2SCC(=O)N2CCN(c3ccccc3)CC2)c1	-0.2%
CCOC(=O)c1c(C)[nH]c(C)c1S(=O)(=O)N1CCCC(C(=O)N2CCN(c3ccccc3F)CC2)C1 (stereo unspecified)	-8.3%
COc1ccc(-c2nc3scc(CCNS(=O)(=O)c4ccc(C)cc4)n3n2)cc1	-3.0%
Cc1ccc(-c2cc3ncc4c(n3n2)-c2cc(F)ccc2OC4)cc1	-12.0%
COc1cc(CN(C(=O)c2ccccc2)c2ccccn2)cc(OC)c1OC	-4.7%
CCc1nnc(SCC(=O)Nc2ccc(F)cc2F)c2cc3sc(C)cc3n12	-8.1%
CCOc1ccc(C(=O)N2CCC(c3noc(-c4ccc(S(=O)(=O)N5CCCC5)cc4)n3)CC2)cc1	1.6%
Cc1ccc(-c2nc3sc(CCNC(=O)c4ccco4)c(C)n3n2)cc1	13.3%
CCCCNC(=O)C1CCN(S(=O)(=O)c2cc(Br)cc3c2N(C(=O)CC)CC3)CC1	-7.1%
Cc1nn(-c2ccc(N3CCOCC3)nn2)c(C)c1CCC(=O)NCc1ccc(OC(C)C)cc1	-0.2%
CC(C)c1cnc2c(c1SCc1cccc(C(F)(F)F)c1)c(=O)n(C)c(=O)n2C	-3.8%
Cc1nc(-c2ccccc2)sc1CCNS(=O)(=O)c1ccccc1	-2.2%
SMILES	Sm TGR inh
O=[N+]([O-])c1ccc(C(c2sc3nc(-c4ccco4)nn3c2O)N2CCC3(CC2)OCCO3)cc1 (stereo unspecified)	1.6%
COc1ccc(Nc2nc(C)nc(N)c2S(=O)(=O)c2ccccc2)cc1	2.8%
CCOC(=O)Cc1ccc(NC(=O)N2CC(CC)Oc3ccccc32)cc1 (stereo unspecified)	-4.5%
CC(CNC(=O)CCc1cn(Cc2ccccc2Cl)c2ccccc12)c1ccccc1 (stereo unspecified)	1.0%
COCCNc1ncnc2c1c(-c1ccccc1)cn2-c1ccc(C)c(Cl)c1	1.5%
CCOc1ccccc1CN1CCc2nc(N3CCN(C)CC3)ncc2C1	1.4%
COc1cccc2cc(-c3nnc(Nc4ccccc4C)s3)c(=O)oc12	2.2%
Cc1nn(-c2ccc(N3CCCCC3)nn2)c(C)c1CCC(=O)NCc1ccccc1F	-1.3%
Cc1nc2nc[nH]n2c(=O)c1CCC(=O)Nc1ccc(F)cc1	-2.0%
CSc1ccc(CCNC(=O)Cn2ccc3cc(S(=O)(=O)N4CCCCCC4)ccc32)cc1	-3.0%
CN(C)c1ccc(NC(=O)Cn2nnc3sc4c(c3c2=O)CCC(C(C)(C)C)C4)cc1 (stereo unspecified)	-7.8%
CCOc1ccc(CCNC(=O)c2cc3c(-c4cccc(OC)c4)nn(C)c3s2)cc1OCC	2.6%
Cc1cccc(N2CCN(CCCNC(=O)Cn3ncc4c([nH]c5ccccc54)c3=O)CC2C)c1 (stereo unspecified)	1.7%
Cc1ccc(C)c(NC(=O)C2CCCN(c3ncnc4onc(C)c34)C2)c1 (stereo unspecified)	0.3%
COc1ccccc1CCNC(=O)c1ccc2c(c1)c(C)c(C)n2Cc1ccc(Cl)cc1	4.8%
COCCCNC(=O)c1ccc(Cn2c(=O)c3cccn3c3cccnc32)cc1	6.0%
COC(=O)c1c(NC(=O)c2cc(=O)c3cc(C)cc(C)c3o2)sc2c1CCC2	5.0%
CCc1ccc(C(=O)c2cn(CC(=O)NCCc3ccc(OC)c(OC)c3)c3nc(C)ccc3c2=O)cc1	0.5%
CCN(CC)S(=O)(=O)c1ccc2c(c1)N(CC(=O)N(C)Cc1ccccc1)C(=O)CO2	-0.3%
Cn1c(=O)c2c(nc(NCc3ccccc3)n2Cc2ccc(Cl)c(Cl)c2)n(C)c1=O	10.2%
COc1ccc(OCC(=O)Nc2cc(-c3cccc(Cl)c3)nn2-c2ccccc2)cc1	2.4%
CC1=C(C(=O)Nc2ccc(F)cc2F)C2(CCCCCC2)OC1=O	-14.6%
CCCCc1nn2c(=O)cc(COC(=O)c3ccccc3NC(=O)c3cccs3)nc2s1	4.7%
COc1ccc(C(=O)N2CCC(C(=O)Nc3ccc(OC)cc3OC)CC2)cc1	0.4%
CCOc1ccc(CNC(=O)c2ccc3c(c2)c(C)c(C)n3Cc2ccc(Cl)cc2)cc1	-0.2%
SMILES	Sm TGR inh
COc1ccc(C(=O)Nc2ccccc2C(=O)OCc2cc(=O)n3nc(C4CC4)sc3n2)cc1	-2.5%
COc1ccc(CCNC(=O)c2ccc(Cn3c(=O)c4cccn4c4cccnc43)cc2)cc1OC	-1.8%
CCOc1ccc2oc(=O)cc(CN3CCN(c4cc(C)ccc4C)CC3)c2c1	-0.5%
COc1ccc(OC)c(S(=O)(=O)NCCc2csc3nc(-c4ccccc4)nn23)c1	0.0%
Cc1nc2cc(-c3cccc(F)c3)nn2c(C)c1CCC(=O)NC1CCCCC1	5.5%
COC(=O)C(NC(=O)CCc1c(C)nc2c(-c3ccccc3)c(C)nn2c1C)C(C)C (stereo unspecified)	-13.6%
COc1cc(NC(=O)CC(c2cccs2)N2Cc3ccccc3C2=O)cc(OC)c1OC (stereo unspecified)	-0.6%
Cc1cccc(N2CCN(c3ncnc4c3nc3n4CCCCC3)CC2C)c1 (stereo unspecified)	6.5%
CC(C)(C)OC(=O)N1CCC(c2c(C(=O)NCCN3CCOCC3)cnn2-c2ccc(F)cc2F)CC1	3.6%
Cc1cc2c(cc1S(=O)(=O)Nc1cc(C(F)(F)F)cc(C(F)(F)F)c1)OCC(=O)N2	-10.2%
Cc1ccc(-n2nc(C)c3c(C)cc(=O)n(CC(=O)Nc4cc(Cl)ccc4C)c32)cc1	-4.8%
CC(=O)c1ccc(N2CCN(C(=O)C3CCCN(S(=O)(=O)c4ccc(Br)s4)C3)CC2)cc1 (stereo unspecified)	2.8%
Cc1cn(C)c(CC(=O)Nc2cccc(Cl)c2C)c1C(=O)O	-19.6%
O=C(Nc1cc(Cl)ccc1Cl)c1ccc2c(c1)N(Cc1cccc(Cl)c1)C(=O)c1ccccc1S2=O (stereo unspecified)	3.3%
COc1cc(OC)c(NS(=O)(=O)c2c(C(=O)N3CCC(C)CC3)c(C)n(C)c2C)cc1Cl	-6.8%
CCOc1ccc(NCc2nc3ccccc3n2CCOc2ccc(C)cc2)cc1	-1.8%
CCOC(=O)CSc1nnc(-c2ccc(OC)cc2)o1	1.4%
O=C(CSCc1nc2cccnc2n1C1CCCCC1)NCc1cccc(Br)c1	1.4%
Cc1ccc(C2CCN(C(=O)Nc3ccc(Cl)cc3)C2)cc1 (stereo unspecified)	5.5%
Cc1ccc(N2C(=O)CSC23C(=O)N(CC(=O)NCc2ccccc2)c2ccccc23)cc1C (stereo unspecified)	2.6%
CSc1ccc(CNc2ncc(-c3ccccc3)n2C)cc1	3.7%
COc1ccc(-c2nc(Cn3c(=O)cc(-c4ccccc4)c4c(C)nn(C)c43)c(C)o2)cc1OC	4.5%
COc1ccc(N2CCN(c3ccc(-c4nc(-c5ccccc5)no4)cc3[N+](=O)[O-])CC2)cc1	-5.9%
CCc1ccc(S(=O)(=O)c2nnn3c2nc(NCCC(C)C)c2cc(Cl)ccc23)cc1	-4.5%
FC(F)(F)c1cccc(N2CCN(c3nc4ccccc4n4cnnc34)CC2)c1	13.6%
SMILES	Sm TGR inh
Cc1cc(C)nc(-n2nc(C)c3c2N(Cc2ccccc2C)C(=O)CC3c2ccc(Cl)cc2)n1 (stereo unspecified)	3.4%
O=C(c1ccc2c(c1)OCCO2)N(Cc1cccnc1)c1nc2c(F)cccc2s1	10.8%
CC(=O)c1c(C)oc2ccc(N(C(=O)Oc3ccccc3)S(=O)(=O)c3ccc(Cl)cc3)cc12	-3.4%
O=C(Nc1cc(F)ccc1F)c1cc2nc(-c3ccco3)cc(C(F)(F)Cl)n2n1	22.4µM*
CCOC(=O)c1cc(-c2ccc(F)cc2)n(CCC(=O)Nc2ccccc2OC)c1C	-4.3%
COc1cccc(C2Nc3ccccc3-c3nnc(SCc4ccccc4)nc3O2)c1OC (stereo unspecified)	-1.0%
COc1ccc(CNc2nc3c(c(=O)n(C)c(=O)n3C)n2Cc2ccccc2Cl)cc1	-1.5%
Cc1ccc(-c2cc(C(F)(F)F)n3nc(-c4cccc(Br)c4)cc3n2)cc1	-9.6%
CC(=O)c1cc(-c2ccc(F)cc2)n(CCC(=O)NC2CCCCC2)c1C	0.0%
Cc1cccc(NC(=O)CCNS(=O)(=O)c2ccc3c(c2)CCCC(=O)N3)c1C	-0.1%
Cc1ccccc1OCc1ccc(-c2nc(C#N)c(NCCCN(C)C)o2)o1	2.5%
O=C1C2=C(Nc3ccccc3SC2c2c(F)cccc2Cl)c2ccccc21 (stereo unspecified)	?
COc1ccc(-c2nc3ccccc3o2)cc1NC(=O)c1cccc2c(Cl)cccc12	7.9%
Cc1ccc(C)c(Cn2c(=O)n(CCCC(=O)NCc3ccc4c(c3)OCO4)c(=O)c3sccc32)c1	-1.4%
COc1ccccc1N1CCN(C(=O)Cn2cnc3sc(C)c(S(=O)(=O)N4CCC(C)CC4)c3c2=O)CC1	0.7%
Cc1ccc(NC2=C(CC(=O)O)C(c3ccc(F)cc3)N(c3ccc(C)cc3)C2=O)cc1 (stereo unspecified)	-19.4%
CCn1c(C)c(C)c2cc(C(=O)NCC(C)c3ccccc3)ccc21 (stereo unspecified)	19.3%
COc1ccc2c(c1)CC(C(=O)NCCCN1CCN(c3ccccc3F)CC1)CO2 (stereo unspecified)	-13.0%
Cn1ccc2c(OCC(=O)Nc3ccc(OC(F)(F)F)cc3)cccc2c1=O	8.5%
CCCCCNC(=O)C1CCC(Cn2c(=O)c3sccc3n(CC(=O)N3CCCC3)c2=O)CC1 (stereo unspecified)	0.8%
CC(=O)NCCNC(=O)CCCc1nnc2n(CCC(C)C)c(=O)c3sccc3n12	8.6%
COc1ccc(-c2nc3c(c(SCc4ccc(Br)cc4)n2)Cc2c(CO)cnc(C)c2O3)cc1	-4.0%
COc1cccc(-n2cc(C(=O)NCc3cccc(Cl)c3)c3ccccc3c2=O)c1	-13.4%
Cc1ccc(NC(=O)Cc2ccc(NC(=O)N3CCCCc4ccccc43)cc2)cc1Cl	0.3%
CCN(CC)C(=O)c1sc2c(c1C)c(=O)n(-c1ccc(Cl)c(Cl)c1)c(=O)n2Cc1ccccc1C#N	-0.3%
O=C1CCCc2cc(S(=O)(=O)N3CCCC(C(=O)NCc4ccc(Cl)cc4)C3)ccc2N1 (stereo unspecified)	3.7%
CCOc1cc(C(=O)N2CCc3c([nH]c4ccccc34)C2c2ccccc2)cc(OCC)c1OCC (stereo unspecified)	0.3%
CCC(=O)N1CCc2cc(OC)c(OC)cc2C1COc1ccc2c(C)cc(=O)oc2c1 (stereo unspecified)	0.9%
Cc1ccc(-c2cc(NC(=O)C(C)Oc3ccccc3F)on2)cc1 (stereo unspecified)	2.5%
Clc1ccccc1-c1nnc(-c2ccccc2CNc2ccccc2)o1	3.6%

Of the compounds above, these have two or more sulfur atoms.
SMILES	Sm TGR inh
COc1cc(C(=O)Nc2nnc(S(=O)(=O)N(C)c3ccccc3)s2)cc(OC)c1OC	0.3%
CCc1ccccc1NC(=O)CN(Cc1ccccc1)S(=O)(=O)c1ccc2nc(C)sc2c1	-4.1%
CCC1CCCCN1S(=O)(=O)c1ccc(C(=O)Nc2sc3c(c2C(=O)NC)CCC3)cc1 (stereo unspecified)	?
COc1ccc(-c2nc3scc(CCNS(=O)(=O)c4ccc(C)cc4)n3n2)cc1	-3.0%
CCc1nnc(SCC(=O)Nc2ccc(F)cc2F)c2cc3sc(C)cc3n12	-8.1%
Cc1nc(-c2ccccc2)sc1CCNS(=O)(=O)c1ccccc1	-2.2%
CSc1ccc(CCNC(=O)Cn2ccc3cc(S(=O)(=O)N4CCCCCC4)ccc32)cc1	-3.0%
CCCCc1nn2c(=O)cc(COC(=O)c3ccccc3NC(=O)c3cccs3)nc2s1	4.7%
COc1ccc(OC)c(S(=O)(=O)NCCc2csc3nc(-c4ccccc4)nn23)c1	0.0%
CC(=O)c1ccc(N2CCN(C(=O)C3CCCN(S(=O)(=O)c4ccc(Br)s4)C3)CC2)cc1 (stereo unspecified)	2.8%
COc1ccccc1N1CCN(C(=O)Cn2cnc3sc(C)c(S(=O)(=O)N4CCC(C)CC4)c3c2=O)CC1	0.7%

Source: PubChem

Not all compounds are listed; the hit share may differ from the screen's.
